From PubChem BioAssay
TTR transcr act – activators of transthyretin transcription | SH-SY5Y TTR promoter Gaussia luciferase, luminescence; 100% = recombinant luciferase protein wells | activation, % at 16.7 µM | 1.3% of 92,000 active;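 active means activation above the mean of all tested compounds plus 3 SD, cut at about 9.5% in these data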;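 further: cells exposed to compounds for one day before reading; 0% = median of all test compound wells on the plate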
* hit, by the source's call. Only part of the results is shown, so the mix of outcomes need not match the whole.

nr	SMILES	TTR transcr act
1	O=C(c1cc(-c2ccc(F)cc2)on1)N1CCN(c2ccc(F)cc2)CC1	-1.4
2	COc1cccc(NC(=O)COC(=O)c2c(F)cccc2Cl)c1	-0.8
3	O=C(CSc1nc2cc([N+](=O)[O-])ccc2n1-c1ccc(F)cc1)NC1CCS(=O)(=O)C1 (stereo not drawn)	-1.3
4	CNC(=O)c1ccsc1NC(=O)CS(=O)(=O)c1ccc(Cl)cc1	-1.2
5	COc1ccc(OC)c(C2C(C(=O)O)c3ccccc3C(=O)N2C)c1 (stereo not drawn)	-1.9
6	CCOc1ccc(/C=N/NC(=O)c2ccc(CSc3nc4ccccc4[nH]3)cc2)cc1	2.7
7	O=C(NCCN1CCNCC1)c1ccccn1	1.7
8	Cc1cccc(C)c1NC(=S)NCCc1ccc(O)c(O)c1	-2.1
9	Cc1cc(Br)ccc1NC(=O)CN(C)C(=O)c1ccccc1OCc1c(C)noc1C	1.8
10	Fc1ccc(-c2cc(C(F)(F)C(F)F)[nH]n2)cc1	-1.4
11	Cc1cccc(OCCC(=O)N(C)CC(=O)Nc2cccc3ccccc23)c1	2.5
12	Cc1cc(CO)nn1-c1ccc([N+](=O)[O-])cc1	0.8
13	NC(=O)c1cc(S(=O)(=O)NCc2ccccc2)cs1	1.4
14	Cc1ccc(C)c(NC(=O)CSc2nnc(-c3ccccc3)n2N)c1	3.1
15	O=Nc1c(O)[nH]c2ccc(Cl)cc12	-2.0
16	C1CCC2=NCCCN2CC1	0.3
17	O=C(CS(=O)CC(=O)N(c1ccccc1)C(C(=O)NC1CCCCC1)c1ccco1)Nc1ccc(F)cc1 (stereo not drawn)	-0.5
18	COCc1c(Br)c(C)nc(OCC(=O)N/N=C/c2ccco2)c1C#N	1.2
19	CC1(C)Cc2ccccc2-c2nnc(C(F)(F)F)n21	2.2
20	O=C(Nc1ccc(-c2cn3c(n2)SCC3)cc1)c1ccco1	0.3
21	CC(C)CNC(=O)C(=O)Nc1cc2c3c(c1)C(C)C(=O)N3CCC2 (stereo not drawn)	3.2
22	O=C(CCCn1c(=S)[nH]c2cc3c(cc2c1=O)OCO3)NCc1ccco1	0.2
23	O=C(NNC(=S)NCc1ccco1)c1cccs1	-1.0
24	CC(=O)OCCNc1nc(-c2ccccc2)nc2ccccc12	-1.9
25	COc1ccc(/C=C/C(=O)NC2=NCCS2)cc1OC	-0.6
26	CCCCC#Cc1ccc(C(=O)NNC(=O)Nc2cc(Cl)cc(Cl)c2)o1	-2.0
27	CCOc1ccc(NC(=O)C(C)Oc2ccccc2C(=O)Nc2cccc(Cl)c2Cl)cc1 (stereo not drawn)	0.8
28	CCCn1c(SCC(=O)Nc2ccccc2-c2ccccc2)nnc1-c1ccoc1C	-1.2
29	C[C@@H]1CN([C@H](C)CO)C(=O)CCCn2cc(nn2)CO[C@H]1CN(C)S(=O)(=O)c1ccc(F)cc1	2.4
30	O=C(NCc1ccccn1)c1ccc(Cn2c(=S)[nH]c3ccc(Br)cc3c2=O)cc1	3.6
31	COC(=O)[C@@]1(Cc2ccccc2)[C@H]2C(=O)N(C)C(=O)[C@H]2[C@H]2CN=C(SCC(=O)c3ccccc3)N21	0.3
32	CN1CCN(Cc2nc3ccccc3c(=O)n2CC#N)CC1	0.6
33	COc1ccccc1CNC(=O)c1ccoc1C	-1.7
34	CCCCNS(=O)(=O)c1ccc2nc(-c3cccnc3)cc(C(=O)NC3CC3)c2c1	-2.6
35	Cc1cc(OC(=O)c2ccccc2C)c([N+](=O)[O-])c(=O)[nH]1	0.0
36	O=S(=O)(Nc1ccccn1)c1cnc(Cl)c(Br)c1	20*
37	CCC(=O)Oc1c(C(=O)CC)cc2c(C)cc(=O)oc2c1C	-3.2
38	COc1ccccc1Nc1nc(N)nc(CN2CCN(c3ccccc3)CC2)n1	0.4
39	Cc1ccc(-n2nc3c(SCCN4CCOCC4)nnc(C)c3c2C)cc1	-0.7
40	COc1ccccc1OCCOCCn1cnc2ccccc2c1=O	0.2

Three compounds drawn at random from those above, as already listed:
nr	SMILES	TTR transcr act
27	CCOc1ccc(NC(=O)C(C)Oc2ccccc2C(=O)Nc2cccc(Cl)c2Cl)cc1 (stereo not drawn)	0.8
2	COc1cccc(NC(=O)COC(=O)c2c(F)cccc2Cl)c1	-0.8
29	C[C@@H]1CN([C@H](C)CO)C(=O)CCCn2cc(nn2)CO[C@H]1CN(C)S(=O)(=O)c1ccc(F)cc1	2.4

New compounds follow.
nr	SMILES	TTR transcr act
41	C=CCNC(=O)CSc1nc2sc(C)c(C)c2c(=O)[nH]1	0.5
42	COC(=O)c1nn(-c2ccccc2)c(Cl)c1/C=N/OCc1ccc(Cl)cc1Cl	-0.6
43	CC(C)CN1Cc2ccccc2Oc2cc(Br)ccc2S1(=O)=O	0.6
44	COc1ccc(C(=O)NCCOc2ccccc2)cc1S(=O)(=O)N1CCOCC1	3.8
45	CCN(C[C@H]1N[C@@](C)(C(=O)OC)[C@H]2C(=O)N(C)C(=O)[C@@H]12)C(=O)c1ccccc1	0.0
46	CCCOc1c(OC)cc(Cl)cc1C1NC(=O)NC(C)=C1C(=O)NCc1ccccc1 (stereo not drawn)	-1.8
47	COc1cccc(OC)c1C(=O)Nc1cccnc1	0.9
48	CCOc1ccc(CN(C)C(=O)CCl)cc1	0.6
49	COc1ccc(/C=C2\SC(=S)N(CCC(=O)NCCc3ccc(O)cc3)C2=O)cc1	-3.0
50	CCS(=O)(=O)N1CCN(c2ccnc3cc(Cl)ccc23)CC1	-1.0
51	COc1ccc(NC(=O)CNC(=O)c2ccc([N+](=O)[O-])cc2)cc1	9.2
52	CN(C(=O)c1ccc(NC(=O)Cc2ccc(NC(=O)C3CCCN(C(=O)C4CCC4)C3)cc2)cc1)C1CC1 (stereo not drawn)	-1.6
53	COc1ccc(NC(=O)CCN2C(=O)c3ccccc3S2(=O)=O)cc1	0.7
54	CC(C)=CCC[C@H](C)C[C@@H]1Cc2[nH][nH]c(=O)c2[C@H](c2ccc(F)cc2)O1	1.2
55	CCN(CC)C(=O)Oc1ccc(Cl)c2cccnc12	-0.8
56	CN(C)c1ccc(N2C(=O)CSC2=S)cc1	-1.0
57	COc1ccc(CNc2nc(NCc3ccc(OC)cc3)n(C(C)=O)n2)cc1	-0.8
58	COc1ccc(CCC(=O)Nc2cccc(Cl)c2)cc1	-2.4
59	Cc1cc(C)c(S(=O)(=O)N(C)CC(=O)NCc2ccccn2)c(C)c1	1.9
60	CC1(C)CC(c2nc(-c3ccccc3)cs2)CCS1 (stereo not drawn)	-1.9

Nos. 41–42 from above:
nr	SMILES	TTR transcr act
41	C=CCNC(=O)CSc1nc2sc(C)c(C)c2c(=O)[nH]1	0.5
42	COC(=O)c1nn(-c2ccccc2)c(Cl)c1/C=N/OCc1ccc(Cl)cc1Cl	-0.6

Later entries.
nr	SMILES	TTR transcr act
61	O=c1oc2cc([N+](=O)[O-])ccc2nc1/C=C(\O)c1cccc(Br)c1	4.6
62	CC1CCCN(C(=O)CNC(=O)c2ccco2)C1 (stereo not drawn)	0.2
63	CC(C)(C)c1ccc(NC(=O)c2ccccc2)c([N+](=O)[O-])c1	1.2
64	C=C(C)COc1ccc(-c2[nH]ncc2Oc2ccccc2OC)c(O)c1	-2.1
65	CCCCn1c(=O)n(Cc2cccc(F)c2)c(=O)c2c1ncn2Cc1ccco1	19*
66	COc1cccc(NC(=O)CN(c2ccc([N+](=O)[O-])cc2)S(=O)(=O)c2ccccc2)c1	0.4
67	CCCN1C(=O)/C(=C\c2nc3ccccc3c(=O)[nH]2)c2ccccc21	2.0
68	Cc1ccc(NC(=O)c2ncn(CC(=O)N3CCN(c4ccccn4)CC3)n2)cc1C	0.6
69	CCn1c(SCC(=O)N/N=C(\C)c2ccncc2)nnc1-c1ccc(C)cc1	0.5
70	CC1CCN(c2c(NCc3ccc(C(=O)NCc4ccco4)cc3)c(=O)c2=O)CC1	-0.3
71	Cc1ccc2nc(Nc3nc(CSc4nnc(C)s4)cc(=O)[nH]3)nc(C)c2c1	-0.2
72	S=C(Nc1ccccc1)N1CCCCCCC1	-0.3
73	COc1ccc(S(=O)(=O)N2CC(O)CC2C(=O)OCC(=O)Nc2ccc(Cl)cn2)cc1 (stereo not drawn)	-1.0
74	COc1cccc2c1OCC(C(=O)O)C2 (stereo not drawn)	-0.1
75	CCC(C)(C)n1nnnc1C(c1ccc(C)cc1)N1CCCC1 (stereo not drawn)	18*
76	CCN(CC)CCCNC(=O)c1sc2ncn(CC(=O)Nc3ccc(C)c(Cl)c3)c(=O)c2c1C	-0.3
77	COCOc1cccc(CN2CCC2(C)C(=O)Nc2cc(OC)ccc2OC)c1 (stereo not drawn)	-1.1
78	CCCCC(=O)NC(=S)Nc1ccccc1C(=O)Nc1ccccc1	2.7
79	COCCNC(=O)C(c1ccc(C)cc1)N(C(=O)CCC(=O)Nc1ccccn1)c1ccc(C)cc1 (stereo not drawn)	-1.7
80	CC1(C)CC(Cc2nc(=S)[nH][nH]2)C(=O)O1 (stereo not drawn)	-0.3
81	Cc1ccc(SC[C@H](C)CN2CCC(NC(=O)OCc3ccccc3)CCC2=O)cc1 (stereo partly drawn)	-2.3
82	O=C(OCc1cn(Cc2ccccc2)nn1)N1CCOCC1	2.1
83	c1ccc2c(c1)oc1c(NCCN3CCOCC3)ncnc12	1.8
84	Cc1ccc(Cl)c(NC(=O)COC(=O)c2nn(-c3ccccc3)cc2O)c1Cl	1.6
85	CC(=O)c1ccc(NC(=O)N2CCc3ccccc3C2)cc1	-1.3
86	C[n+]1cccc(CNC(=O)/C=N/O)c1	0.3
87	CNS(=O)(=O)c1ccc2nc(NC(=O)c3ccc(N4C(=O)CCC4=O)cc3)sc2c1	7.8
88	COc1ccccc1NC(=O)N1CCC(C(=O)c2ccc(F)cc2)CC1	2.1
89	Cc1ccc(/C=N/NC(=O)CNC(=O)c2ccc(S(=O)(=O)N3CCCC3)cc2)o1	0.0
90	Cc1ccc(C)n1-c1sc2c(c1C(=O)O)CCCC2	-0.7
91	CCOc1ccc(C(C)NC(=S)NC2CCCCC2)cc1 (stereo not drawn)	-0.7
92	CCc1nc(N2CCCCC2)c2oc3ccccc3c2n1	-1.3
93	CC(C)CCNC(=O)C1CCCN(S(=O)(=O)c2ccc(-n3cnnn3)cc2)C1 (stereo not drawn)	2.2
94	c1ccc(SCc2nc(-c3ccncc3)no2)cc1	-1.9
95	COc1ccc(NC(=O)C(=O)Nc2cccc3cccnc23)c(OC)c1	0.7
96	Cc1cc(C)c2c(n1)sc1c(N3CCN(CCO)CC3)ncnc12	3.4
97	O=S(=O)(c1ccc2c(c1)CCN2)N1CCOCC1	-0.8
98	Cc1cc(Br)ccc1SCC(=O)OCC(=O)c1c(N)n(C)c(=O)n(C)c1=O	6.1
99	Cc1ccc(C)c(S(=O)(=O)NCc2ccc(C(=O)N3CCC(Cc4ccccc4)CC3)cc2)c1	-2.7
100	O=C(Nc1nnc(C2CC2)s1)c1cccnc1Oc1ccc(Cl)cc1	-3.3
101	Nc1cccc(N=[N+]([O-])c2cccc(N)c2)c1	0.6
102	COc1ccc(-n2c(COc3ccccc3)n[nH]c2=S)cc1	-0.4
103	CC(=O)Nc1cccc(/C(C)=N/NC(=O)c2ccc(O)cc2)c1	-1.2
104	COC(=O)[C@]12C[C@H](CC(=O)NCc3cccc4ccccc34)C(=O)N(CCc3ccc(OC)c(OC)c3)C1=C[C@H](C(C)C)O[C@@H]2C1CC1	0.1
105	O=C(NCC1CCCO1)c1sc2cc(Cl)ccc2c1Cl (stereo not drawn)	1.9
106	CCOC(=O)c1ccc(NC(=O)C2C3CCC(C3)C2C(=O)O)cc1 (stereo not drawn)	-1.2
107	CCCCOc1ccc(C(=O)NCC(=O)NCC(c2ccc(OC)cc2)N2CCOCC2)cc1 (stereo not drawn)	-0.5
108	O=C1CCC([N+](=O)[O-])C(c2cccc(Cl)c2Cl)N1 (stereo not drawn)	-2.2
109	CCCCN(C(=O)CSc1nncn1-c1ccccc1)c1c(N)n(Cc2ccccc2)c(=O)[nH]c1=O	-0.9
110	O=C(O)c1ccccc1-c1ccccc1C(=O)Nc1ccc2c(c1)C(=O)c1ccccc1-2	-1.5
111	Cc1ccc(S(=O)(=O)NC(CC(=O)N2CCOCC2)c2ccco2)cc1 (stereo not drawn)	2.1
112	CCCn1c(C(CO)Nc2nc(-c3cccc(Br)c3)cs2)nc2ccccc21 (stereo not drawn)	-1.4
113	O=C1NC2(CCc3ccccc3C2)C(=O)N1CCOc1cccc(Cl)c1 (stereo not drawn)	-0.5
114	NC(=O)c1ccsc1NC(=O)c1ccc2c(c1)CCCC2	1.3
115	CC(C)OC(=O)CSc1nnc(Cc2ccccc2)n1Cc1ccco1	-0.9
116	N#Cc1c(-c2ccccc2)c(-c2ccccc2)n[nH]c1=O	-2.5
117	CCOC(=O)C1(CC2CC2)CCN(C(=O)c2cc(C)nc3ccc(CC)cc23)CC1	-1.1
118	O=c1c2c(nc3cc(-c4ccccc4)[nH]n13)CCC2	-1.6
119	Cn1c(N)c(Sc2ccccc2[N+](=O)[O-])c(=O)n(C)c1=O	0.1
120	CC1CCC(C(=O)c2c(O)c3ccccc3oc2=O)CC1 (stereo not drawn)	-1.7

(further entries)
nr	SMILES	TTR transcr act
121	CCOC(=O)C1(Cc2ccccc2)CCCN(C2CCCC2)C1 (stereo not drawn)	0.5
122	C=CCN(CC=C)Cc1cc(=O)oc2cc(OC)c(Cl)cc12	0.8
123	COC(=O)c1ccccc1NC(=O)CSc1nnc(-c2cccnc2)n1C	3.0
124	COc1cc(NC(=O)C2CC(c3ccccc3O)=NO2)c(OC)cc1Cl (stereo not drawn)	0.2
125	COc1ccc(NC(=O)CN(C)CC(=O)NC2CCCCC2C)cc1 (stereo not drawn)	1.0

Structural class: the entries above containing a COOH group
nr	SMILES	TTR transcr act
5	COc1ccc(OC)c(C2C(C(=O)O)c3ccccc3C(=O)N2C)c1 (stereo not drawn)	-1.9
74	COc1cccc2c1OCC(C(=O)O)C2 (stereo not drawn)	-0.1
90	Cc1ccc(C)n1-c1sc2c(c1C(=O)O)CCCC2	-0.7
106	CCOC(=O)c1ccc(NC(=O)C2C3CCC(C3)C2C(=O)O)cc1 (stereo not drawn)	-1.2
110	O=C(O)c1ccccc1-c1ccccc1C(=O)Nc1ccc2c(c1)C(=O)c1ccccc1-2	-1.5
